Bioassay records: PubChem, Broad Institute
miR-122 sensor – miR-122 inhibition in Huh7 cells; hit rate 0.3% among 340,000; Huh7 miR-122 Renilla luciferase sensor, 48 h; neutral wells = 0, positive control = 100; activation (reporter increase), % at 12.5 µM; AID 602342;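 active means mean replicate activation score at least 90 and every replicate individually at or above 90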;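 further: higher luciferase means less miR-122 activity so hits act as miR-122 inhibitors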
GSIS activator – primary screen for activators of insulin secretion dependent on glucose, INS-1E cells, GLuc reporter luminescence; INS-1E GLuc reporter insulin secretion, 2-3 h; activation, % at 16.6 µM; hit rate 0.61% among 370,000; AID 743287;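 active means lowest replicate activation of at least 40%, so every replicate reaches that level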;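 further: 0% = median of neutral control wells and 100% = median of IBMX positive control wells; some compounds called inactive have numbers as strong as hits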
* marks the source's active call; other numbers are inactive results.

SMILES	miR-122 sensor	GSIS activator
CCN(CC)c1ccc(CNC23CN4CN(CN(C4)C2)C3)cc1	-9	20
OC(CN1CCN(Cc2ccc3c(c2)OCO3)CC1)c1c[nH]c2ccccc12 (configuration not stated)	2	11
COc1ccc(CC(=O)OCn2nnc3ccccc3c2=O)cc1	0	6
O=c1ccc(Oc2nc(N3CCOCC3)nc(N3CCOCC3)n2)n[nH]1	-5	-2
O=C(NCc1ccco1)c1cc(-c2ccccc2)on1	-5	-4
Cc1nc(SCC(O)CO)c([N+](=O)[O-])[nH]1 (configuration not stated)	-12	14
Cc1ccc(C)c(C2=CSC3=NCCN23)c1	3	-5
Cc1ccc(S(=O)(=O)N2CCCCC2)cc1NC(=O)CSc1ncnc2ccccc12	-1	-33
COc1ccc(NC(=S)N(CCCN2CCOCC2)Cc2cn(C)c3ccccc23)cc1OC	-1	-2
Cc1ccc(C2CC2C(=O)NN)cc1 (configuration not stated)	-3	-6
COC(=O)c1sccc1NC(=O)c1cc(OC)cc(OC)c1	8	12
CN(C)C(=O)CSc1nc(-c2ccccc2)nc2c1CCCC2	-2	45
O=C(c1cccc(N2C(=O)C3C4C=CC(C4)C3C2=O)c1)N1CCCCCC1 (configuration not stated)	-2	-1
Cc1ccc(N2C(=O)CSC2c2cccnc2)cc1F (configuration not stated)	-8	6
Cc1ccc(NC(=O)CSc2ncc(S(=O)(=O)c3ccccc3)c(=O)[nH]2)cc1C	-6	-3
COc1cc(C(=O)N[C@H](C(=O)NC(C)C23CC4CC(CC(C4)C2)C3)C(C)C)cc(OC)c1OC (some centres not stated)	-2	-14
O=C(Nc1ccccn1)c1cc(-n2cnnc2)ccc1Cl	-3	11
O=C(OCn1nnc2ccccc2c1=O)c1ccc(Br)o1	-4	15
CC1=CC(=O)C=C(C)C1=NOC(=O)c1cccc([N+](=O)[O-])c1	-5	5
OCCN1CCN(Cc2cc(Cl)c3cccnc3c2O)CC1	3	7
COc1ccccc1CNC(=O)c1c(N)n(CCCN2CCOCC2)c2nc3ccccc3nc12	-1	273
O=C(C(c1ccccc1)N1CCOCC1)N1CCOCC1 (configuration not stated)	1	7
C=C1C2=C(C(=O)N1OC)[C@@H](O)[C@@](C)(O)[C@@H](CCCCC)O2	1	12
c1ccc(-c2ccc(-c3cnc4n3CCCCC4)cc2)cc1	-6	-24
CCCNC(=O)CCNC(=O)c1ccc(C(C)(C)C)cc1	3	15
SMILES	miR-122 sensor	GSIS activator
CCOC(=O)c1sc(NC(=O)c2ccco2)nc1C	-1	19
Nc1nonc1-c1noc(-c2ccccc2)n1	-6	-1
c1ccc(-c2cc(-c3nnc4n3N=C(c3ccc5ccccc5c3)CS4)[nH]n2)cc1	15	-29
COc1ccc(CCC(=O)N2CCCSC2=Nc2ccc(C(C)=O)cc2)cc1	-1	-5
COCCN(CCOC)S(=O)(=O)c1ccc(C(=O)Nc2nnc(C)o2)cc1	-3	2
O=C(Oc1ccc2cc(Br)ccc2c1)c1cccnc1	-6	-2
COc1ccc(N2CC(C(=O)Nc3ncccc3C)CC2=O)cc1 (configuration not stated)	-3	-12
Cc1c(NC(=O)CSc2nnc(COc3ccccc3)n2-c2ccccc2)c(=O)n(-c2ccccc2)n1C	-4	-12
COC(=O)c1cccc(NC(=O)c2cc3sccc3n2C)c1	-10	-17
CC(=O)Nc1ccc2c(c1)N(C(=O)CN(C)C)c1ccccc1CC2	-4	13
COCCN(Cc1cc2ccc(C)cc2n2nnnc12)Cc1nnnn1C(C)(C)C	4	-5
Cc1ccc(C2=N/C(=C\c3cccs3)C(=O)N2Nc2ccccc2)cc1	-1	-22
Cc1cccc(-n2c(SCCC(=O)O)nnc2-c2cccs2)c1C	-2	4
COc1ccc(S(=O)(=O)Nc2ccc3c(c2)OCO3)cc1	21	-5
COc1cccc(C(=O)N2CCN(Cc3ccco3)CC2)c1OC	6	6
c1ccc(Cn2nnnc2C(c2ccccn2)N2CCN(c3ccccc3)CC2)cc1 (configuration not stated)	-5	-2
C=CCn1c(COc2ccccc2)nnc1SCC(=O)C(C)(C)C	-2	-3
O=C(NNS(=O)(=O)c1ccccc1C(F)(F)F)c1cccc(S(=O)(=O)Nc2ccccc2Cl)c1	-2	-11
CCOC(=O)c1c(-c2ccc(C)o2)csc1NC(=O)CSc1nncs1	1	-30
CN1C(=O)c2c(sc3c2CC(C)(C)SC3)N2CCN=C12	-3	10
CCN1C(=O)C2C(c3ccc(O)c(OC)c3)NC(C)(C(=O)OC)C2C1=O (configuration not stated)	1	4
O=C(NCCOC(=O)c1ccc(Cl)cc1)c1cccnc1	-2	-3
CC(C)c1ccc(NC(=O)c2cccnc2)cc1	1	18
COc1ccc(CONS(=O)(=O)c2ccc(NC(C)=O)cc2)cc1Cl	3	2
O=C(O)C1CC=CCC1C(=O)Nc1ccc(S(=O)(=O)N2CCCc3ccccc32)cc1 (configuration not stated)	-1	-3

Profiles from above. Order of values: miR-122 sensor, GSIS activator
Profile of c1ccc(-c2cc(-c3nnc4n3N=C(c3ccc5ccccc5c3)CS4)[nH]n2)cc1 : 15, -29
Profile of O=C(Oc1ccc2cc(Br)ccc2c1)c1cccnc1 : -6, -2
Profile of CCOC(=O)c1c(-c2ccc(C)o2)csc1NC(=O)CSc1nncs1 : 1, -30
Profile of Cc1cccc(-n2c(SCCC(=O)O)nnc2-c2cccs2)c1C : -2, 4

Further entries follow.
SMILES	miR-122 sensor	GSIS activator
O=C(Nc1nncs1)c1ccc(S(=O)(=O)c2ccccc2)cc1	2	24
COc1ccccc1NC(=O)COC(=O)[C@@H]1CCCN1C(=O)c1cccs1	2	-4
Cc1ccc(NC(=O)C2CCN(C(=O)NC3CCCCC3)CC2)cc1Cl	-7	-4
COc1cc2ccccc2cc1C(=O)Nc1ccccc1N1CCN(S(C)(=O)=O)CC1	-3	-18
CCc1ccc(C2=NN(C(=O)OC)C(O)(C(F)(F)F)C2)cc1 (configuration not stated)	-1	5
O=C(COc1ccc(Cl)cc1)NNC(=O)c1ccccn1	-2	5
CC(=O)Nc1ccc(N2S(=O)(=O)c3ccccc3S2(=O)=O)cc1	-6	2
Clc1ccccc1CSc1cc2c(nn1)-c1ccccc1CC2	3	3
O=c1[nH]c(SCc2n[nH]c(=S)n2-c2ccccc2)nc2sc3c(c12)CCC3	-2	11
CC(C)(C)Cc1nnc(NC(=O)CCC2CCCCC2)s1	3	13
CCCCCCOC(=O)c1ccc(NC(=O)c2cc(OC)c(OC)c(OC)c2Br)cc1	4	-8
Nc1ccc(C(=O)OCc2nc3c(ccc4ccccc43)[nH]2)cc1	-6	-18
Cc1ccc(C(=O)O/N=C2\CCS(=O)(=O)c3sccc32)cc1	-1	3
N#C/C(=C/c1cc(Br)cs1)C(=O)NCC1CCCO1 (configuration not stated)	2	0
COc1cc(NC(=O)c2ccc(C)cc2)c(OC)cc1NC(=O)CN1CCCCC1	25	5
O=C(O)CCN1/C(=C/C=Nc2ccccc2)Oc2ccccc21	6	6
CCc1ccc(/C=N/NC(=O)c2ccc(OC3CCCC3)cc2)s1	9	-48
O=c1c2[nH]c3cccc(Cl)c3c2ncn1CCN1CCCCC1	1	2
COC(=O)C1(C#N)C(c2ccccc2)C1(C(=O)OC)C(=O)OC (configuration not stated)	7	3
NC(=O)C1CCN(S(=O)(=O)c2cccc(S(=O)(=O)N3CCCCC3)c2)CC1	1	0
Cn1nnnc1SCC(=O)NCc1cccs1	-3	7
CC(C)C(=O)NC(=S)NCC(=O)c1ccccc1	-10	9
O=C(Nc1ccccc1)OC(CN1CCCCC1)C(F)(F)F (configuration not stated)	4	31
Cc1cc(NC(=O)Cn2c(C)nc3ccccc3c2=O)ccc1Br	-7	14
COc1ccccc1-c1cc(N)n[nH]1	1	1
SMILES	miR-122 sensor	GSIS activator
CCN(CC)/C(=N/O)NC(=O)NS(=O)(=O)c1ccc(C)cc1	-1	7
CCOC(=O)c1sc(NC(C)=O)nc1-c1ccccc1	-3	43*
Cc1nnc(SCC(=O)n2c3c(c4ccccc42)CCCC3)s1	4	-11
CC(C)c1cc[n+](-c2nc([O-])sc2C=O)cc1	-3	11
CC(C)CCNC(=O)C(c1cccnc1)N(CCc1ccccc1)C(=O)Cn1nnc2ccccc21 (configuration not stated)	4	-11
O=C(COC(=O)c1ccncc1)Nc1cccc(Cl)c1	0	-7
Cc1cccc(OCCCn2c(=O)sc3ccccc32)c1	-11	-10
COc1cc2c(cc1/C=C1/NC(=O)N(c3ccccc3)C1=O)OCO2	1	-7
CCCCNC(=O)c1cc([N+](=O)[O-])[nH]n1	6	12
COc1ccc(CNc2nc(-c3cccnc3)nn2C(=O)c2ccco2)cc1	-5	-5
COc1ccc(CC(=O)Nc2ccc(S(=O)(=O)NC(C)C)cc2)cc1	-4	8
COc1ccc(S(=O)(=O)Nc2cc(C)nn2-c2ccccc2)cc1	2	28
O=C(Nc1ccc(Br)cc1)c1ccccc1CC[N+](=O)[O-]	-5	-3
O=C(NCCN1CCCC1=O)Nc1ccccc1	-7	1
O=C(CCn1c(=S)oc2ccccc21)Nc1ccc2c(c1)OCCO2	8	5
CCC(C)[C@H](NC(=O)NC1CCN(Cc2ccccc2)CC1)C(=O)OC (some centres not stated)	1	-3
O=C(Nc1ccc(NC(=S)NC(=O)C(c2ccccc2)c2ccccc2)cc1)c1ccccc1	8	-20
Clc1ccc(COc2ccccn2)cc1Cl	-4	15
Cn1c(=O)n(CC(=O)Nc2ccc(F)cc2)c2ccccc21	-3	-1
COc1ccc(/C=N/c2oc(-c3ccccc3)cc2C#N)cc1OC	-7	22
CCOc1ccc(CNC(=O)C2CCN(S(=O)(=O)CC)CC2)cc1OC	-7	-24
Cc1ccc(C(=O)c2ccccc2C(=O)OCC(=O)Nc2cccc([N+](=O)[O-])c2)cc1	0	0
Cc1occc1C(=O)Nc1cccc(C(F)(F)F)c1	41	-15
O=C(c1cnc2c(c1)COc1ccc(Cl)cc1-2)c1ccccc1O	-3	1
O=C(CC(c1ccccc1)c1ccccc1)OCn1nnc2ccccc2c1=O	-6	-15

7 entries from above, as a markdown table:
| SMILES | miR-122 sensor | GSIS activator |
| --- | --- | --- |
| CCOC(=O)c1sc(NC(C)=O)nc1-c1ccccc1 | -3 | 43* |
| Cc1nnc(SCC(=O)n2c3c(c4ccccc42)CCCC3)s1 | 4 | -11 |
| CC(C)c1cc[n+](-c2nc([O-])sc2C=O)cc1 | -3 | 11 |
| CC(C)CCNC(=O)C(c1cccnc1)N(CCc1ccccc1)C(=O)Cn1nnc2ccccc21 (configuration not stated) | 4 | -11 |
| O=C(COC(=O)c1ccncc1)Nc1cccc(Cl)c1 | 0 | -7 |
| Cc1cccc(OCCCn2c(=O)sc3ccccc32)c1 | -11 | -10 |
| COc1cc2c(cc1/C=C1/NC(=O)N(c3ccccc3)C1=O)OCO2 | 1 | -7 |

More results follow.
SMILES	miR-122 sensor	GSIS activator
O=C(NCc1ccncc1)C(=O)NCC(c1ccco1)N1CCN(c2ccccc2F)CC1 (configuration not stated)	-2	18
COc1ccc(C(=O)NN(C)c2nc(-c3ccccc3)cc(C)c2S(C)(=O)=O)cc1	-1	-29
Cc1ccc(S(=O)(=O)Cn2nnnc2C(C(C)C)N2CCc3ccccc3C2)cc1 (configuration not stated)	15	-10
O=C(COc1ccccc1)OCc1cc2ccccc2[nH]c1=O	-6	12
CS(=O)(=O)N(Cc1ccccc1)c1ccc(C(=O)NC2CCCCC2O)cc1 (configuration not stated)	-2	0
CC(C)(C)NC(=O)NC(=O)CSc1nnc2ccccn12	1	-10
CCC(=O)Nc1ccc2c(c1)C(=O)N(C1CCCCC1)C2=O	-8	-2
CCC(CC)C(=O)NCCc1ccc(OC)cc1	-9	-1
CN(C)CCCN(C(=O)CCc1ccccc1)c1nc2c(F)cccc2s1	-4	-16
CC(=O)N=c1sc2cc(C)ccc2n1C	-3	-10
O=C(CCNS(=O)(=O)c1cccs1)N1CCc2ccccc2C1	-4	-1
OCCOCCn1c2ccccc2c2ccccc21	-5	11
CCOC(=O)c1cc(-c2ccccc2)sc1NC(=O)c1cc(OC)c(OC)c(OC)c1	1	12
COc1ccc(-c2nnn(CCC(=O)O)n2)cc1	-10	16
C=CCOC(=O)Nc1snnc1C	-1	0
COc1ccc(OC)c(N=C(C)C2=C(O)COC2=O)c1	2	-1
Cc1ccc(S(=O)(=O)Nc2cccc3ncccc23)s1	69	12
O=C(OCc1ccc(F)cc1)c1ccc2c(c1)-c1ccccc1C2=O	-2	-28
Cc1cccc(OCC(=O)N/N=C/c2cn[nH]c2-c2ccc(Cl)c(Cl)c2)c1	3	7
COCc1cc(C)nc(OCC(=O)N/N=C/c2cc(C)n(-c3c(C)cccc3C)c2C)c1C#N	-5	-19
O=C(Nc1nc(-c2ccc3c(c2)OCCO3)cs1)c1ccc(S(=O)(=O)N2CCCCC2)cc1	-5	6
O=C(NC(C(=O)c1ccccc1)n1cnccc1=O)c1ccccc1 (configuration not stated)	1	9
O=C(COC(=O)c1n[nH]c(=O)c2ccccc12)c1ccccc1	-7	13
O=c1oc(Nc2ccc(F)cc2)nc2ccccc12	-4	22

These rows are one share of the data, so the mix of outcomes need not match the whole.
